Screening results deposited in PubChem by National Center for Advancing Translational Sciences (NCATS).
FEN1 inh = human FEN1 inhibition; P39748; Recombinant FEN1 flap cleavage, fluorescence, 15 min; Potency, µM (top dose mostly 114 µM), without a hit: top-dose activity change, negative = inhibition, actives largely listed as inhibitors; 390,000 tested, 0.35% active; note: nearly all actives have a fitted effect of over 65% in size
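Steps: FEN1 (10 nM) dispensed; compound added by pin tool; 15 min at room temperature; substrate added to 50 nM final; reads at 0 min and 15 min; data normalized and fitted (four-parameter Hill).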
DT40 TDP1 CPT = DT40-hTDP1 cell growth loss with CPT | Potency, µM (series often up to 46.2 µM), without a hit: at the highest dose activity change, negative = growth inhibition, usual class: inhibitors | AID 686979 | chicken DT40 Tdp1-/-;hTDP1 cells + 20 nM CPT, ATP luminescence, 48 h | 420,000 tested, 12% active; note: nearly all actives have a fitted effect of over 55% in size
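Cell growth measured by CellTiter-Glo luminescence after a minimum 48 h, 37 C compound exposure with 20 nM CPT in Tdp1-knockout DT40 cells stably expressing hTDP1, seeded 400/well; qHTS titration format.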
KAT2A inh = GCN5L2 (KAT2A) acetyltransferase inhibition; GCN5L2 HAT assay, ThioGlo1 CoA-SH fluorescence; Q92830; 390,000 tested, 0.21% active; AID 504327; Potency, µM (series often up to 58.9 µM), for the others: at the highest dose activity change, negative = inhibition, most hits filed as inhibitors
Target sequence (Q92830 whole entry, looked up): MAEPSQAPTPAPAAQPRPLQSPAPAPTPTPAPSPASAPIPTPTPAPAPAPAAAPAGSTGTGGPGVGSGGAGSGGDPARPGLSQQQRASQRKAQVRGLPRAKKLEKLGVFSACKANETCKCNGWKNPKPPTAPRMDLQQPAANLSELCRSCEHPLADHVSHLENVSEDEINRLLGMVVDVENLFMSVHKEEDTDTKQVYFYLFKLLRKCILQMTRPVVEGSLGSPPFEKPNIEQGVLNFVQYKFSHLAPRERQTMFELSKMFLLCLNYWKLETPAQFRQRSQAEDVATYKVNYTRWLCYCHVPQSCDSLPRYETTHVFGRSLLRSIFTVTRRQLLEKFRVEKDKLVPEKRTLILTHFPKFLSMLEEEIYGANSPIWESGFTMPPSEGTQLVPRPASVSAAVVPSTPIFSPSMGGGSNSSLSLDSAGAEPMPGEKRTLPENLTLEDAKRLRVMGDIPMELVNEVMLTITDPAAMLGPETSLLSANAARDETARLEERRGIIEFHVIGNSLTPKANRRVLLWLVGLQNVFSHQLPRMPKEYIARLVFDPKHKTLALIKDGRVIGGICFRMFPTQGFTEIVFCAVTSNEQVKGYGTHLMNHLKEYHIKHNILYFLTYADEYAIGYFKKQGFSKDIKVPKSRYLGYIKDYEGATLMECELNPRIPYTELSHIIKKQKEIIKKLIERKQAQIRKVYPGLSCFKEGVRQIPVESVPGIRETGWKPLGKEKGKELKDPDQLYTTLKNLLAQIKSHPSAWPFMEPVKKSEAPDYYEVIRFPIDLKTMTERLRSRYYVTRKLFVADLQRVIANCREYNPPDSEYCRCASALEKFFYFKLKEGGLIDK
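GCN5L2 (20nM final) in 50mM HEPES, 0.1mM EDTA pH 7.5, 0.01% Tween-20 was preincubated 15 min at room temperature with compound, then given ThioGlo1 (50uM), H3(1-25) peptide (75uM) and acetyl-CoA (70uM); CoA-thiol fluorescence (Ex340/Em540) was read at 0 and 20 min.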
The depositor's hits bear a star; ? = inconclusive; / = not tested or not shown; & = joins results of further samples; ! = repeats disagree; [ ] = another dose, or the depositor's remark. Calls come from the whole dose curve; as a rule, active = well fitted curve in the direction sought with a large enough effect; inconclusive = small, poorly fitted or top-dose-only effect, or another doubt; inactive = no such curve, though single readings can be large; an effect the other way counts as inactive or inconclusive. % is set by controls: 0 for no effect and ±100 for the full control effect; potency is the fitted concentration of half-maximal effect. Some of the compounds tested (hit frequency here may not be typical).

SMILES | FEN1 inh | DT40 TDP1 CPT | KAT2A inh
O=c1[nH]c(=O)n(-c2cccc(F)c2)c(O)c1/C=C1\C=Nc2ccccc21 | 10.8% | -25.6% | -10.7%
COc1cccc(CNCCc2ccc(F)cc2)c1 | 18.7% | ? | 7.3%
CNP1(NC)=NC(C(F)(F)F)=NC(C(F)(F)F)=N1 | -5.3% | -13.3% | -6.0%
Cc1ccc(Cl)cc1N1CCN(C(=O)C2CCN(S(=O)(=O)c3ccc4c(c3)oc(=O)n4C)CC2)CC1 | -14.1% | 1.16µM* | -0.4%
O=C(Nc1nc2ccccc2s1)c1cccn(Cc2ccccc2)c1=O | -7.4% | ? | -5.5%
Cc1oc(-c2ccccc2)nc1CN1C(=O)CN=C(c2ccccc2)c2ccccc21 | 5.8% | 18.4µM* | -5.0%
COc1ccc(-c2nnc3sc(C4CCCCC4)nn23)cc1OC | -5.2% | 18.4µM* | 2.4%
O=C(C1CCC(=O)N1C1CCCCC1)N1CCC2(CC1)OCCO2 (centres undefined) | 10.1% | -5.0% | -6.2%
Fc1ccc(C2=CCN(C(c3ccc(Cl)cc3)c3nnnn3Cc3ccccc3)CC2)cc1 (centres undefined) | -13.1% | ? | -9.4%
COC(=O)C1=C(c2cccc(C#N)c2)C[C@@H]2CC[C@H]1N2C(=O)NCc1ccc(F)cc1 | 20.9% | -16.7% | 1.6%
O=C(O)[C@@H]1C[C@H]1[C@@H](NP(=O)(c1ccccc1)c1ccccc1)c1ccccc1 | -11.1% | -7.7% | 0.4%
CC(N)[C@H](O)c1ccccc1 (some centres undefined) | / | 2.6% | 2.9%
CC1(C)CC(=O)C(C2(O)C(=O)NC(=O)NC2=O)=C(O)C1 | -13.5% | -13.1% | 0.5%
CCCCn1c(O)c(/C=C/C=Nc2ccccc2)c(=O)[nH]c1=O | 14.2% | -15.4% | -9.7%
COC(=O)CC(NC(=S)N1CC2C[C@@H](C1)Cn1c2cccc1=O)C(=O)OC (some centres undefined) | -0.4% | 5.7% | -3.9%
O=P(Nc1ccccc1)(Oc1ccccc1)Oc1ccccc1 | 9.8% | ? | -5.2%
COc1ccc(CCn2c(O)c(C=NCc3cccnc3)c(=O)[nH]c2=O)cc1OC | -10.0% | ? | 1.1%
COc1ccc(/C=C2/C(=O)NC(=S)N(C3CC3)C2=O)cc1CN1C(=O)c2ccccc2C1=O | -11.7% | 16.4µM* | 33.1%[activator]
Oc1ccccc1-[n+]1c(-c2ccccc2)cc(-c2ccccc2)cc1-c1ccccc1 | -1.5% | 1.3µM* | -11.2%
C[n+]1ccc(-c2ccncc2)cc1 | 2.4% | 1.8% | -2.6%
CCCCOc1ccc(C(=O)N2CC(=O)Nc3ccc(Br)cc3C2c2ccc(F)cc2)cc1 (centres undefined) | -3.9% | 23.1µM* | -18.9%
CCCCn1c(O)c(C(CC)=NCc2cccnc2)c(=O)[nH]c1=O | -5.3% | -17.5% | -5.5%
O=C1NC(=O)C2(Cc3ccccc3N3CCOCC32)C(=O)N1c1ccccc1 (centres undefined) | -0.9% | ? | -4.4%
c1csc(CN2CC3(CCNCC3)C2)n1 | / | -12.3% | 6.4%
CCCC12CN3CN(C1)CC(CCC)(C3)C2O (centres undefined) | -2.5% | -2.5% | -2.3%
O=c1c2ccccc2nc(/C=C/c2ccccc2F)n1-c1ccccc1O | -6.6% | -45.1% | 1.6%
COc1ccccc1N1CCN(Cc2ccc3c(c2)OCO3)CC1 | -0.1% | -2.6% | /
O=c1[nH]c(=O)n(-c2ccc(F)cc2)c(O)c1C=Nc1ccccc1N1CCCC1 | 7.2% | ? | -2.1%
O=C(Nc1cc(C(F)(F)F)cc(C(F)(F)F)c1)c1cccn(Cc2ccccc2Cl)c1=O | -2.4% | ? | -7.7%
CC[C@H]1CN(C)CCc2c([nH]c3ccccc23)C(=O)C[C@@H]1/C(=C\OC)C(=O)OC | 2.4% | 29.1µM* | /
O=C(O)c1nn(Cc2ccc(Cl)cc2Cl)c2ccccc12 | 9.5%&9.4% | -1.1%&0.4%&-2.3%&2.1% | -3.7%&5.1%&-2.0%
O=C(Cc1ccccc1)N1CCN(Cc2ccc(Cl)cc2)CC1 | -7.3% | ? | /
COc1cc2c(cc1OC)-c1c(OC)c(OC)cc3c1[C@H](C2)N(C)CC3 | ? | ? | -1.2%
CCCCc1ccc(C(=O)O)nc1 | 11.3% | ? | 3.3%
COc1ccc(NC2=NCC(C)S2)cc1 (centres undefined) | -3.5% | 15.7% | 5.9%
COc1cc(OC)c2c(c1)OCC1CON(C)C21 (centres undefined) | -2.4% | 5.7% | -3.5%
CN1C(=O)N(C)C(=O)C2(Cc3c(nc4ccccn4c3=O)N3CCc4ccccc4C32)C1=O (centres undefined) | -6.6% | ? | 3.6%
O=C(COC(=O)c1ccccc1)Nc1ccc(Cl)cc1C(=O)c1ccccc1 | 1.4% | -11.0% | 14.2%
Cc1[nH]c2ccccc2c1C1=CCNCC1 | -0.2% | ? | 0.8%
COc1cccc(-c2nnc3n(Cc4ccccc4Cl)c(=O)c4ccccc4n23)c1O | -0.4% | ? | -10.8%
CC(=NCc1ccco1)c1c(O)n(-c2ccccc2C)c(=O)[nH]c1=O | 1.3% | 1.9% | -1.8%
O=C(CSc1ncnc2c1nnn2-c1ccc(F)cc1)NCC1CCCO1 (centres undefined) | 3.2% | 14.6µM* | -5.5%
CCC1(CC)C(=O)N(Cc2ccccc2)C(=O)N(Cc2ccccc2)C1=O | -7.8% | ? | -9.5%
O=P(N1CCCCCC1)(N1CCCCCC1)N1CC1 | 10.4% | ? | /
CCCCn1c(O)c(C(C)=Nc2cccc(C(=O)O)c2)c(=O)[nH]c1=O | 3.1% | -8.3% | -5.4%
CCN(CC)/[N+]([O-])=N/O | / | -9.0% | 9.7%
O=C1c2ccccc2-c2cccc3cccc1c23 | -0.9% | 20.6µM*! | 1.6%
COc1ccc(NC2(C#N)CCCCC2)cc1 | -2.7% | 1.5% | -2.5%
Cc1nn(CC(C)C)c(Cl)c1C(=O)NC1CCC(C)CC1 (centres undefined) | 2.3% | 7.1% | -2.9%
Cc1ccc(CNC(=O)C(=O)NCC(c2cccnc2)N2CCN(c3ccc(F)cc3)CC2)cc1 (centres undefined) | 4.7% | 4.11µM* | -7.6%
O=C(Oc1ccccc1)N1CCC2(CCCN(Cc3ccccc3)C2)CC1 | / | 4.1% | 6.7%
O=C(Cn1cnc2sc3c(c2c1=O)CCCC3)NCCCC(=O)N1CCC2(CC1)OCCO2 | -0.6% | -18.1% | -3.8%
Cc1cc(/C=C2\C(=O)NC(=O)N(C)C2=O)c(C)n1-c1ccc2c(c1)OCO2 | -1.7% | ? | -10.3%
CSc1ncc(CN2CCCC(C(=O)c3cccc(Cl)c3)C2)cn1 (centres undefined) | -14.0% | 20.6µM* | 2.2%
CN(CCCCC(=O)/C=N/O)Cc1ccccc1 (tested in a mixture with another compound) | 2.3% | -28.1% | -1.7%
CCOC(=O)C1CCN(/C=C2/C(=O)NC(=O)N(Cc3ccco3)C2=O)CC1 | -34.8% | -12.0% | -5.0%
CC(C)(O)[C@@H]1C2OC(=O)[C@@H]1[C@]1(O)C[C@H]3O[C@]34C(=O)O[C@H]2[C@]14C (tested in a mixture with another compound) | ? | / | -17.5%
CN1CCN(c2ccc([N+](=O)[O-])c(Sc3ccccn3)c2)CC1 | 9.8% | 0.0% | -1.2%
CCC1C(C)=NN=C(c2ccc(OC)c(OC)c2)c2cc(OC)c(OC)cc21 (centres undefined) | / | ? | -6.3%&-19.8%
CSc1ccc(C(=O)C2CCCN(CCCn3cccn3)C2)cc1 (centres undefined) | 4.6% | ? | -2.0%
Remaining list, next part:
SMILES | FEN1 inh | DT40 TDP1 CPT | KAT2A inh
Clc1cccc(SC2CCNCC2)n1 | / | -4.1%&2.7% | -0.7%&-12.9%
CC(C)N1CCN(c2ccc(O)cc2)CC1 | -4.3% | 5.4% | -0.8%
Cc1cccc(N2CCC3(CC2)C(=O)NC(=O)NC3=O)c1 | -6.6% | 4.0% | /
O=C(c1ccc(C(F)(F)F)cc1)C1CCCN(Cc2ccncc2)C1 (centres undefined) | 2.6% | 10.3µM* | -2.4%
c1ccc2c(CCNCc3ccc4c(c3)OCO4)c[nH]c2c1 | -9.2% | ? | -3.5%
COc1cccc(NC(=O)C2CCN(S(=O)(=O)c3cc(-c4noc(C)n4)ccc3C)CC2)c1 | -16.1% | 18.4µM* | -4.3%
Cc1cccc(-c2nc3ccc(C(=O)N4CCC5(CC4)OCCO5)cc3nc2-c2cccc(C)c2)c1 | -18.5% | ? | -9.3%
CCOc1ccc(N=Cc2c(O)n(Cc3ccccc3)c(=S)[nH]c2=O)cc1 | 8.9% | -25.8% | -7.0%
CCOc1ccc(NC(=O)N2C[C@H]3C[C@@H](C2)c2cccc(=O)n2C3)cc1 | 2.3% | 4.8% | 3.2%
O=C(c1ccco1)c1cn(Cc2ccc(Cl)cc2)c2ccccc12 | -17.5% | -113.3% | -2.7%[0.501 µM]
CC(Oc1ccc(-c2ccccc2)cc1)C(=O)O (centres undefined) | -5.0% | -0.6% | -3.1%
CC(C)C/C(=N/O)c1cn(C)c2ccccc12 | 4.6% | -7.1% | -1.8%
COc1cc2c(cc1OC)C(C1c3cc4c(cc3CCN1C)OCO4)OC2=O (centres undefined) | -15.8% | 1.3% | -1.5%
COc1ccccc1N1C(=O)NC(=O)C2(Cc3cc(C)ccc3N(C)C2)C1=O (centres undefined) | 12.0% | -22.8% | 1.4%
COc1cc2c(cc1OC)[C@H]1C(=O)c3ccc4c(c3O[C@H]1CO2)C[C@@H](C(C)(C)O)O4 | -12.8% | 14.6µM* | -0.4%
CC1(C)C(c2ccccc2)=NC(c2cccnc2)=[N+]1[O-] | 8.4% | -18.6% | 0.8%
CN1CCN(c2csc3ccc(F)cc3c2=O)CC1 | -0.3% | 4.8% | -11.8%
CC=C(CC)C1(CC)C(=O)NC(=S)NC1=O | -3.1% | 6.9% | /
CCCCCCCCCC[N+](C)(C)CCCCCCCCCC | / | 1.33µM* | -2.1%
CC(CC(C)(C)N1CC1)=NO | -2.5% | 2.91µM* | /
CC1=C2C3OC(=O)C(C)C3CC[C@@]2(C)C=CC1=O (some centres undefined) | 11.8% | 6.9%&-10.8% | ?
CCOP(=O)(OCC)c1nc(-c2ccccc2)oc1NCc1ccccc1 | -12.2% | ? | -7.3%
C[C@@H](N)Cn1ccc2cc(F)c(Cl)cc21 | / | -22.8% | -11.5%
N/C(=N\[N+](=O)[O-])N1CCN(C(=O)c2ccccn2)CC1 | 2.9% | 11.4% | -1.7%

5 entries out of the list, sorted by count of non-hydrogen atoms, lowest first:
SMILES | FEN1 inh | DT40 TDP1 CPT | KAT2A inh
C[C@@H](N)Cn1ccc2cc(F)c(Cl)cc21 | / | -22.8% | -11.5%
CCCCCCCCCC[N+](C)(C)CCCCCCCCCC | / | 1.33µM* | -2.1%
CCOP(=O)(OCC)c1nc(-c2ccccc2)oc1NCc1ccccc1 | -12.2% | ? | -7.3%
COc1cc2c(cc1OC)C(C1c3cc4c(cc3CCN1C)OCO4)OC2=O (centres undefined) | -15.8% | 1.3% | -1.5%
COc1cc2c(cc1OC)[C@H]1C(=O)c3ccc4c(c3O[C@H]1CO2)C[C@@H](C(C)(C)O)O4 | -12.8% | 14.6µM* | -0.4%

Compound profiles, as listed above. Order of values: FEN1 inh | DT40 TDP1 CPT | KAT2A inh
CSc1ccc(C(=O)C2CCCN(CCCn3cccn3)C2)cc1 (centres undefined) is listed as 4.6% | ? | -2.0%
CCCCn1c(O)c(C(CC)=NCc2cccnc2)c(=O)[nH]c1=O is listed as -5.3% | -17.5% | -5.5%
O=C(Cc1ccccc1)N1CCN(Cc2ccc(Cl)cc2)CC1 is listed as -7.3% | ? | /
COc1cc(OC)c2c(c1)OCC1CON(C)C21 (centres undefined) is listed as -2.4% | 5.7% | -3.5%

(list continues)
SMILES | FEN1 inh | DT40 TDP1 CPT | KAT2A inh
CC(C)[C@@]1(NC(=O)[C@H]2CC3c4cccc5[nH]cc(c45)C[C@H]3N(C)C2)O[C@@]2(O)C3CCCN3C(=O)[C@@H](Cc3ccccc3)N2C1=O (some centres undefined) | / | 14.6µM* | -23.8%&20.1%
CCOC(=O)C(=O)NC1CCSC1=O (centres undefined) | -3.2% | -5.9% | 4.2%
CCN(CC)CCCN=Cc1c(O)n(-c2cccc(C)c2C)c(=O)[nH]c1=O | 13.4% | 3.1% | -7.1%
CCCNC(=O)N1[C@H]2CC[C@@H]1C(C(=O)OC)=C(c1ccc(-c3ccccc3)c(F)c1)C2 | -5.6% | 9.2µM* | -4.7%
CCCCc1nc2ccccc2c(=O)n1-c1ccccc1O | 0.9% | ? | -4.5%
